Screening results: PubChem BioAssay, National Center for Advancing Translational Sciences (NCATS)
Epigenetic reg = regulators of epigenetic silencing causing reporter derepression in mouse cells; AID 1865; Potency, µM (highest dose often 53.9 µM), for inactives: at the top dose GFP activation, hits mostly activators; 0.2% of 280,000 active; murine LDR cells, GFP reporter derepression, 30 h; further: % of control where 0% means no effect; nearly all actives have a fitted effect of over 60% in size
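GFP-positive cell count by laser-scanning cytometry (objects 20–120 um) after 30 h, 37 C compound exposure of murine LDR cells; reporter is CMV-GFP integrated at a silenced locus, inducible by HDAC or DNMT inhibitors.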
Tau fluor counter = counter-screen for tau fibril formation inhibitors. tau K18 P301L Alexa594 fluorescence, heparin fibrillization. Potency, µM (highest dose often 57.7 µM), inactives show at the top dose activity change, negative = decrease. 0.93% of 280,000 active. AID 1463; further: on the % scale 0 is the no-effect control and ±100 the full control effect; nearly all actives have a fitted effect of over 55% in size
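Human tau K18 P301L (15 uM unlabeled, 0.24 uM Alexa 594-labeled) in 100 mM sodium acetate pH 7 with 20 uM heparin, 6 hr at 37 C. ThT 30 uM added, 1 hr ambient; Alexa 594 FP and total fluorescence read at 555/632 nm.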
* = called active by the depositor; ? = inconclusive; [ ] = another dose, or the depositor's remark. The call rests on the fitted dose curve; in most records, active means well fitted curve in the direction sought with a large enough effect; inconclusive means small, poorly fitted or top-dose-only effect, or another doubt; inactive means no such curve, though single readings can be large; an effect the other way counts as inactive or inconclusive. Potency means the concentration at half of the fitted maximal effect. This is a subset; count on the stated rates, not on these rows.

smiles | Epigenetic reg | Tau fluor counter
COc1ccc(-n2c(=O)c3c(c4cc(OC)ccc4n3C)n(CCC(C)C)c2=O)cc1 | -3.8% | 1.9%
COc1ccc2c(CNCCc3cccs3)c(C(=O)O)n(Cc3cccc(F)c3)c2c1 | -2.3% | -13.2%
Cc1nnc(C)n1-c1ccc(C(=O)Nc2cccc(Br)c2)cc1 | 0.0% | -21.5%
COc1ccc(OCc2nc(-c3ccc(-n4cccc4)cc3)no2)cc1 | 1.1% | 2.5%
COC(=O)c1c(SCC(=O)Nc2cc(F)ccc2F)[nH]c2ccc(C)cc2c1=O | -2.5% | ?
Cc1ccccc1-c1nn2c(=O)cc(CN3CCN(C(=O)/C=C/c4ccccc4)CC3)nc2s1 | -3.4% | 2.5%
COc1ccc(-c2cn3c(C)c(C(=O)Nc4cc(C)cc(C)c4)sc3n2)cc1 | 2.5% | -10.6%
CCc1ccc(NC(=O)CC2C(=O)N(c3ccc(Cl)cc3)C(=O)N2Cc2cccs2)cc1 (centres undefined) | 2.7% | -20.2%
Cc1ccc(Cl)cc1NC(=O)CN1C(=O)C(C)(C)c2cc(S(=O)(=O)N3CCCCC3)ccc21 | 0.0% | ?
CCOc1ccc(NC(=O)CSc2nc3ccccc3c(=O)n2CCC(=O)NC2CCCCC2)cc1 | 1.3% | 13.1%
COc1ccc(C2=Nc3ccccc3N(CC(=O)Nc3cccc(C(C)=O)c3)C(=O)C2)cc1 | 0.0% | ?
COc1ccc(CNC(=O)CCc2c(C)nn(-c3ccc(N4CCCC4)nn3)c2C)c(OC)c1 | 0.0% | -3.1%
Cc1ccc2sc(N3CCN(C(=O)CCS(=O)(=O)c4ccc(F)cc4)CC3)nc2c1C | 4.6% | -1.9%
Cc1nc(N2CCCC2)ncc1C(=O)NCc1ccc(Cl)cc1 | -0.8% | -3.4%
CCN(CC)S(=O)(=O)c1ccc2c(c1)N(CC(=O)Nc1ccc(C)cc1C)C(=O)C1CCCN21 (centres undefined) | 0.7% | 0.9%
Cc1cc(Nc2ccc(F)cc2F)nc(-n2nc(C)cc2C)n1 | 0.6% | -5.7%
Cc1ccc(CSC2=Nc3ccccc3C3=NC(CC(=O)NCc4cccs4)C(=O)N23)cc1 (centres undefined) | -1.3% | 5.6%
O=C(CSc1nccn1-c1ccccc1)Nc1nc2ccccc2s1 | 2.8% | -18.6%
Cc1ccc(NC(=O)CSc2n[nH]c(-c3ccc(F)cc3)n2)cc1F | -0.3% | ?
COCCN(Cc1ccc(C)c(Br)c1)S(=O)(=O)c1ccc2[nH]c(=O)ccc2c1 | 0.8% | -12.1%
Cc1nn(CCC(=O)NCc2cccc(Br)c2)c(=O)c2nn(-c3ccccc3)c(C)c12 | 6.7% | 5.4%
Cc1c(C(=O)Nc2cc(F)ccc2F)sc2nc(-c3ccc(F)cc3)cn12 | -2.8% | 2.4%
COc1ccc(OC)c(-c2nc(C(N)=O)c3c(n2)n(-c2ccc4c(c2)OCO4)c(=O)n3C)c1 | 4.5% | -6.9%
Cc1cc(C)cc(-n2c(SCC(=O)NCc3ccco3)nc3c([nH]c4ccccc43)c2=O)c1 | 5.6% | 1.0%
CCc1ccccc1NC(=O)c1ccc(CN2C(=O)CCn3nc(C)cc32)cc1 | 5.0% | -3.6%
Cc1ccc(NC(=O)c2cc(S(=O)(=O)N3CCCc4ccccc43)ccc2F)cc1F | 3.5% | -29.8%
COc1cccc(NC(=O)C(=O)NCC(c2ccc3c(c2)OCO3)N2CCOCC2)c1 (centres undefined) | 0.0% | -11.5%
COc1cccc(NC(=O)CSC2=Nc3ccccc3C3=NC(CC(=O)NC4CCCCC4)C(=O)N23)c1 (centres undefined) | 1.3% | -6.4%
COc1ccc(CNS(=O)(=O)c2cc(C(=O)Nc3cc(Cl)cc(Cl)c3)ccc2F)cc1 | ? | 3.55µM*[quencher]
CCN(CCN(C)C)C(=O)Cn1ncc2c([nH]c3ccc(C)cc32)c1=O | 1.3% | 1.0%
COc1ccc(Cl)cc1NC(=O)c1c(NCc2cccnc2)sc2c1CCCC2 | ? | ?
Cc1ccccc1CN1c2ccccc2-c2nc(SCC(=O)c3ccc(Cl)cc3)ncc2S1(=O)=O | 1.6% | -7.8%
CCS(=O)(=O)c1ccccc1C(=O)N(Cc1cccnc1)c1nc2cc(C)c(C)cc2s1 | 12.0% | -11.6%
COc1ccccc1CNC(=O)CSc1ncc2c(n1)-c1cc(Cl)ccc1N(Cc1ccccc1)S2(=O)=O | -3.4% | -19.8%
Cn1cc(C(=O)O)c(=O)c2cc(S(=O)(=O)N3CCCCC3)ccc21 | 1.2% | -2.1%
CCCOc1ccc(CNC(=O)CCCN2C(=O)CSc3c2c(C)nn3-c2ccccc2)cc1 | 2.5% | -7.1%
Cc1ccccc1OCc1nnc(SCc2cc(=O)c3ccccc3[nH]2)n1C | 4.3% | -0.5%
Cc1noc(/C=C/c2ccccc2F)c1S(=O)(=O)N1CCC(C(=O)NCc2ccco2)CC1 | 15.4% | -3.6%
COc1ccc(-c2nc3scc(CCNS(=O)(=O)c4c(C)noc4C)n3n2)cc1OC | -2.3% | -13.9%
CCN1c2ccccc2-c2nc(SCC(=O)Nc3cccc(C(F)(F)F)c3)ncc2S1(=O)=O | 0.8% | ?
Cc1cc(C)n(-c2nc(C)c(C)c(=O)n2CC(=O)Nc2cccc([N+](=O)[O-])c2)n1 | 1.8% | -26.9%
CCOCCCn1c(SCC(=O)Nc2ccc(F)cc2)nc2c(sc3ccccc32)c1=O | 1.1% | ?
CCc1cccc(C)c1NS(=O)(=O)c1ccc(-n2cccn2)cc1 | -2.5% | -18.0%
CSc1ccc(CNC(=O)CCc2c(C)nn(-c3ccc(N4CCCC4)nn3)c2C)cc1 | 0.0% | -10.5%
O=C(NCCc1ccccc1)C1CCC(CNS(=O)(=O)c2ccc(Cl)cc2)CC1 (centres undefined) | -0.2% | 7.0%
COc1ccc(Cn2c(C(=O)O)c(CNCCc3cc(OC)ccc3OC)c3ccc(C)cc32)cc1 | 1.4% | 1.0%
CCSc1ccc(C(=O)Nc2ccc(-c3nc4ccc(C)cc4s3)cc2)cc1 | 0.0% | 0.8%
CCc1ccc(NC(=O)Nc2cn(C)c(=O)c3ccccc23)cc1 | 0.0% | ?
Cc1noc(-c2ccc(-c3noc(-c4cccc(Cl)c4)n3)cc2)n1 | 1.4% | -5.0%
CSc1ccc(CCNC(=O)c2ccc3c(c2)nc2n3CCC(C)C2)cc1 (centres undefined) | 0.6% | -6.4%

The listing continues:
smiles | Epigenetic reg | Tau fluor counter
CCOc1ccccc1C(=O)NCc1ccc2c(c1)CCN2C(C)=O | -1.3% | 6.0%
Cc1nc2ccccc2n1CCc1nc2c3ccccc3nc(SCc3ccccc3F)n2n1 | -1.3% | -7.1%
O=C(CCNS(=O)(=O)c1ccc2c(c1)CCN2C(=O)C1CC1)N1CCN(c2cccc(C(F)(F)F)c2)CC1 | 0.0% | -27.9%
COc1ccccc1N1CCN(CCCNC(=O)c2cnn(-c3ccc(C)c(C)c3)c2C2CCN(C(=O)OC(C)(C)C)CC2)CC1 | -1.3% | -7.6%
Cc1ccc(CNC(=O)CC(C)CC2=NS(=O)(=O)c3ccccc3N2)cc1 (centres undefined) | -1.3% | 0.0%
CCOC(=O)c1[nH]c(C)c(CCC(=O)NCc2cccc(C)c2)c1C | 1.4% | -1.9%
CCc1ccc(NC(=O)CC2C(=O)N(c3ccc(Cl)cc3)C(=O)N2C2CCCC2)cc1 (centres undefined) | -5.7% | -26.5%
Fc1cc(Br)ccc1Nc1c2c(nc3nc(-c4cccs4)nn13)CCCC2 | 0.0% | -11.2%
Cc1ccc(Cn2c(CNS(=O)(=O)c3ccc(Cl)s3)nc3cccnc32)cc1 | 0.8% | -13.0%
CCN1CCN(c2nnc(-n3cccc3C(=O)Nc3cccc(OC)c3)s2)CC1 | 1.2% | -4.8%
CCOC(=O)C1CCN(c2ncnc3c2c(-c2ccccc2)cn3-c2ccc(Cl)cc2)CC1 | -0.7% | 2.2%
CCOC(=O)C1CCCN(C(=O)c2ccc(C)c(NC(=O)c3nsc4ccccc34)c2)C1 (centres undefined) | 0.3% | -11.5%
COc1cccc(CNC(=O)CCCn2nc(C)c3c(C)n(-c4ccc(C)cc4)nc3c2=O)c1OC | -1.5% | 1.9%
Cc1cc(C)cc(-n2ccnc2SCC(=O)Nc2nc3ccccc3s2)c1 | 0.8% | -11.2%
COc1ccc(S(=O)(=O)N2CCN(Cc3nc4ccc(C)cc4o3)CC2)cc1Cl | -5.5% | -22.7%
Cc1ccc(Cl)cc1NC(=O)CN1C=NS(=O)(=O)c2ccccc21 | -0.5% | -0.9%
CCOC(=O)c1cccc(NC(=O)CC2C(=O)N(c3ccc(C)cc3)C(=O)N2Cc2cccc(OC)c2)c1 (centres undefined) | -2.1% | ?
COc1ccc(NS(=O)(=O)c2ccc3[nH]c4c(c3c2)CCCCC4)cc1 | 0.0% | 3.55µM*[quencher]
CCc1ccc(NC(=O)c2ccc(F)c(S(=O)(=O)N(C)C3CCCCC3)c2)cc1 | 1.2% | ?
Cc1noc(Cn2c(=O)c3ccccc3n(CC(=O)Nc3ccc(Cl)cc3)c2=O)n1 | -1.6% | -20.9%

3 consecutive compounds already listed, for reference:
smiles | Epigenetic reg | Tau fluor counter
COc1ccc(NS(=O)(=O)c2ccc3[nH]c4c(c3c2)CCCCC4)cc1 | 0.0% | 3.55µM*[quencher]
CCc1ccc(NC(=O)c2ccc(F)c(S(=O)(=O)N(C)C3CCCCC3)c2)cc1 | 1.2% | ?
Cc1noc(Cn2c(=O)c3ccccc3n(CC(=O)Nc3ccc(Cl)cc3)c2=O)n1 | -1.6% | -20.9%

Following part.
smiles | Epigenetic reg | Tau fluor counter
Cn1cc(-c2cc3n(n2)CCC(=O)N3CCCC(=O)NCc2ccccc2Cl)c2ccccc21 | 3.4% | -7.6%
COc1ccc(CCNC(=O)c2ccc(Cn3c(SCC(=O)NCCC(C)C)nc4cc5c(cc4c3=O)OCO5)cc2)cc1OC | -1.3% | 9.4%
Cc1ccc(C(=O)c2sc(Nc3ccccc3F)c(S(=O)(=O)c3ccccc3)c2N)c(C)c1 | 3.4% | 3.1%
Cc1cc(=O)n(Cc2ccc(F)cc2Cl)c2c1c(C)nn2-c1ccccc1 | 0.0% | -7.3%
O=C(NCCCN1CCN(c2ccc(F)cc2)CC1)c1sc2ncccc2c1-n1cccc1 | -0.9% | -5.2%
Clc1ccc(-n2ncc3c(NC4CCCC4)ncnc32)cc1 | 4.9% | -17.6%
Cc1cc(NC(=O)N(C)CCc2c(C)nn(C)c2C)ccc1Br | -1.3% | 6.1%
O=C(NC1CCCC1)c1ccc2c(=O)n(Cc3ccccc3)c(SCc3ccccc3F)nc2c1 | 1.4% | -4.2%
O=C(CSc1nc(=O)[nH]c2c1CCCC2)NCc1ccccc1 | -0.1% | 10.8%
Cc1cccc(NC(=O)CCCn2nc(C)c3c(C)n(-c4ccccc4)nc3c2=O)c1C | -0.2% | 4.4%
CCOc1ccc(-c2cc(C(=O)NCc3ccccc3)c3c(-c4ccc(CC)cc4)[nH]nc3n2)cc1 | 1.4% | -2.5%
Cc1cccc(NC(=O)c2cc(S(=O)(=O)N3CCN(c4ccccc4F)CC3)ccc2F)c1C | 0.6% | -5.8%
COc1cccc(CSc2nc3n(n2)C(c2ccc(C(=O)O)cc2)C(C(=O)Nc2ccccc2)=C(C)N3)c1 (centres undefined) | 0.0% | 4.2%
COc1ccc(Cn2c(SCC(=O)N(C)Cc3ccccc3)nc3ccccc32)cc1 | ? | -19.2%
O=C(NCc1ccccc1)C(=O)NCC(c1ccc2c(c1)OCO2)N1CCOCC1 (centres undefined) | 0.8% | -1.1%
CCN1CCN(c2ncc3c(n2)CCN(Cc2cccc(F)c2F)C3)CC1 | -0.8% | 6.7%
COc1ccc(S(=O)(=O)N2CCC(n3c(C(F)(F)F)nc4cccnc43)CC2)cc1OC | 0.3% | -17.0%
COc1ccc(S(=O)(=O)N2CCN(CC(=O)Nc3ccc(Cl)c(C(F)(F)F)c3)CC2)cc1 | -4.0% | ?
CCN(C(=O)CSc1nc2ccccc2c2nc(CCn3c(C)nc4ccccc43)nn12)c1cccc(C)c1 | -1.3% | -11.6%
CCOC(=O)c1cc(-c2ccccc2)n(CC(=O)Nc2ccc(CC)cc2)c1C | 2.2% | -16.2%
COCCCNC(=O)c1cnc2sc(N3CCCCCC3)nn2c1=O | 0.0% | 8.0%
CCc1cccc(NC(=O)c2cc(-c3ccccc3)n[nH]2)c1 | -0.8% | -8.3%
Cc1ccc(CCNC(=O)C2CCCN(c3nnc(C)c4c(C)n(-c5ccccc5)nc34)C2)cc1 (centres undefined) | -0.1% | 12.6%
O=C(NCCS(=O)(=O)N1CCN(c2ccc(F)cc2)CC1)C1CC(=O)N(c2ccc(F)cc2)C1 (centres undefined) | 0.0% | -4.1%
Cc1ccc(OCC(=O)Nc2cccc(C(=O)OCc3cc(=O)n4c(C)csc4n3)c2)cc1 | 5.7% | -20.9%
CC1=C(c2ccc(C(C)C)cc2)S(=O)(=O)N=C1N1CCC(C(=O)NCc2ccccc2)CC1 | 11.1% | -0.6%
CCC(CC)C(=O)OCc1cc(=O)n2nc(C3CC3)sc2n1 | 3.8% | -1.4%
